Compound activity (PubChem)
GSK3 alpha inh = blockers of GSK3A enzyme activity – biochemical, luminescence, cell-free homogeneous, HTS, primary screen | GSK-3 alpha kinase, ADP-Glo luminescence, 60 min | inhibition, % at 10 µM | 0.1% of 320,000 active | AID 2650, 2010;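 in the data active means inhibition above about 50%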;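 further: GST-tagged GSK-3 alpha with peptide substrate and 25 µM ATP; 0% = DMSO neutral wells and 100% = GW8510 positive control wells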
KCNK9 block = KCNK9 potassium channel inhibitors, primary screen, HEK293 cells, thallium flux; Potassium channel subfamily K member 9 (Homo sapiens), Q9NPC2; FluxOR thallium flux fluorescence; hits give low values; B-score at 10 µM; 1.2% of 310,000 active;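 active means ratio B-score over 3 SD below the library mean, with starting fluorescence within 5 SD of its mean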;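 further: negative B-score means less thallium flux so channel inhibition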
DYRK1A inh = rat Dyrk1A kinase inhibitors, primary screen, biochemical, single point, plate reader; Dual specificity tyrosine-phosphorylation-regulated kinase 1A (Rattus norvegicus), Q63470; 0.43% of 310,000 active; ADP-Glo luminescence, NFATc1 peptide; inhibition, % at 12.5 µM; in the data active means inhibition above about 50%;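 further: plate controls were vehicle with enzyme for no effect and no enzyme for full effect; many of its hits are not listed in these tables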
PolyA inh = polyadenylation inhibitors in yeast reporter cells, primary screen, luminescence, S. cerevisiae | calls only at 12 µM | S. cerevisiae SKY197-pL101 polyadenylation reporter, beta-gal luminescence; efflux-impaired pdr1/pdr3 knockout yeast; score 100 = 6 SD above DMSO | 0.02% of 300,000 active | AID 1875, 2009;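 active means lowest replicate activity score at least 50, where 100 means six control SD above control mean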;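 further: yeast exposed to compound for 9 h at 30 °C; higher score means more reporter readthrough which indicates perturbed polyadenylation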
KCNQ1 pot = potentiators or activators of KCNQ1 channel, primary screen, cell-based, thallium flux, high-throughput; B-score at 10 µM; CHO-K1 KCNQ1, thallium flux FluxOR fluorescence; hits give high values; 0.35% of 310,000 active; Potassium voltage-gated channel subfamily KQT member 1 (Homo sapiens), P51787;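 active means fluorescence ratio B-score, a plate-corrected score, at least three library SD, with initial intensity B-score within 5 SD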
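Medium – assay buffer, equal DMSO in all wells · Material – CHO-K1 cell line with stable KCNQ1 potassium channel expression · Signal – kinetic FluxOR thallium fluorescence, 10-s 1-Hz baseline, 110-s post-stimulus read · Compound – single concentration per compound, DMSO matched to controls · Schedule – 37 °C overnight plating, 90-min dark dye load, 20-min compound pretreatment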
KCNK3 block = human KCNK3 channel inhibitors, primary screen, CHO cells, FluxOR thallium flux, B-score | Potassium channel subfamily K member 3 (Homo sapiens), O14649 | FluxOR fluorescence; hits give low values | B-score at 10 µM | 0.84% of 340,000 active;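 active means B-score under library mean minus 4 SD, starting fluorescence ratio at most library mean plus 5 SD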;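 further: more negative B-score means stronger inhibition of thallium flux through KCNK3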
HDAC3 inh = HDAC3 deacetylase inhibitors, primary screen, biochemical, fluorescence, cell-free homogeneous; Histone deacetylase 3 (Homo sapiens), O15379; inhibition, % at 8.3 µM; recombinant HDAC3, fluorogenic peptide/trypsin coupled; 0.15% of 320,000 active; in the data active means inhibition above about 26%, passing the limit was not always enough
hERG rescue = hERG rescue from dofetilide block, primary screen, cell-based, CHO-hERG, FluxOR thallium flux, dofetilide IC70. Voltage-gated inwardly rectifying potassium channel KCNH2 (Homo sapiens), Q12809. activation (rescue from dofetilide block), less the hit threshold, % at 10 µM. dofetilide IC70 present. 0.51% of 310,000 active;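 active means activation above the mean of controls blocked by dofetilide plus 5 SD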;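 further: thallium influx through hERG after potassium depolarization seen as dye fluorescence rise; in these data hits start at about 4.7%; inactives centre near -7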
Target sequence (Q12809 whole entry, looked up): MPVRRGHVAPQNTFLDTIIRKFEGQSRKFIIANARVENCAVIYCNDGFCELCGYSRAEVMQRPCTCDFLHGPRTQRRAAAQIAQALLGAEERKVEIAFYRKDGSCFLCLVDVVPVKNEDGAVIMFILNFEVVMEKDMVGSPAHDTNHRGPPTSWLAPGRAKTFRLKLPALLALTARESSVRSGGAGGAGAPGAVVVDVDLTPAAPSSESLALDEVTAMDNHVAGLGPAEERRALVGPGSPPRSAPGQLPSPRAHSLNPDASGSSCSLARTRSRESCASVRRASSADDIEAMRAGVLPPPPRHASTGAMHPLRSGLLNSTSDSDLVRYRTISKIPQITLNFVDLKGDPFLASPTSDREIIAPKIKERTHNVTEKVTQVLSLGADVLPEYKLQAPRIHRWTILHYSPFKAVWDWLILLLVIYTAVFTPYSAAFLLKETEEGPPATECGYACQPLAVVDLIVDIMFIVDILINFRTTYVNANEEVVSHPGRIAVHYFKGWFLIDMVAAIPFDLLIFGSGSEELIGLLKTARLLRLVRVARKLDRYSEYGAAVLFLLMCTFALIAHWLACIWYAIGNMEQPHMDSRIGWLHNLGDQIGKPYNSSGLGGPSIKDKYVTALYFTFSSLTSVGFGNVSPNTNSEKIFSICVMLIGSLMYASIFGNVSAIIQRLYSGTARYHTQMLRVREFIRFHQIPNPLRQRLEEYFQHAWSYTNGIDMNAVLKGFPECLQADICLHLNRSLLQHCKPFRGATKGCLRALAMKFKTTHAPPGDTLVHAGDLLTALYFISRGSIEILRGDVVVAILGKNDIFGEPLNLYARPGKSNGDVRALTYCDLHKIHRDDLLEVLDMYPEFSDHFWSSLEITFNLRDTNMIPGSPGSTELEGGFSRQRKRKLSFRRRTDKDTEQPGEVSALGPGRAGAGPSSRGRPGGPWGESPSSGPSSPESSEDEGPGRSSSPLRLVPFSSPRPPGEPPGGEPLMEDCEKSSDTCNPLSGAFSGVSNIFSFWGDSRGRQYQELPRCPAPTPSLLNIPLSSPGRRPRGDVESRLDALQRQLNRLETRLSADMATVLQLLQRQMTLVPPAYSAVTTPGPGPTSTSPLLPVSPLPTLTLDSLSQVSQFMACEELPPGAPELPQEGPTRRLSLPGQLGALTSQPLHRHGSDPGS
GSK3beta inhib = human GSK3beta kinase inhibitors, primary screen, biochemical, cell-free homogeneous, HTS; GST-GSK3beta kinase, ADP-Glo luminescence, 60 min; hits give low values; 0.038% of 300,000 active; activity score (negative = inhibition), % at 10 µM;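 active means more than half of replicate wells score below -50%, meaning over 50% inhibition versus plate controls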;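 further: 0% = median DMSO wells and -100% = median GW8510 positive control wells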
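test system = GST-tagged human GSK3beta kinase, cell-free | reagent = 25 µM ATP with peptide substrate | dosing = one dose of 10 µM per compound | schedule = 60 min reaction, RT | detection = luminescent ADP-Glo measurement of ADP formed | control set = DMSO neutral wells and GW8510 at 20 µM as positive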
KCNQ1 inh = inhibitors of human KCNQ1 channel, primary screen, cell-based, thallium flux, high-throughput | AID 2642, 2010 | CHO-K1 KCNQ1, FluxOR thallium flux fluorescence; hits give high values | B-score at 10 µM | 1.3% of 310,000 active | Potassium voltage-gated channel subfamily KQT member 1 (Homo sapiens), P51787;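 active means compounds whose thallium flux B-score, printed positive for inhibition, exceeds three library SD while starting fluorescence stays within three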;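 further: channel opened by potassium depolarization with thallium stimulus after 20 min compound exposure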
RGS4 pot = RGS4 potentiators or activators, primary screen, cell-based, HEK293 M3R inducible RGS4, calcium flux; B-score at 10 µM; 0.92% of 310,000 active; carbachol calcium flux Fluo4; hits give low values;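 active means B-score of the integrated calcium signal more than 4 SD below the library mean, with starting fluorescence not abnormally high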;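 further: negative B-score means reduced calcium response which marks RGS4 activation or potentiation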
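Reagent: ECmax carbachol challenge; Test system: M3R-expressing HEK293 line, RGS4 induced by doxycycline; Schedule: overnight RGS4 induction, 30 min dye load 37 °C, 20 min compound RT; Detection: calcium dye Fluo4 fluorescence; Read-out: Agonist-evoked peak-minus-minimum fluorescence over baseline, integrated ratio, B score.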
An asterisk follows results filed as active; i = inactive; / = no result given. Only part of the results is shown. The share of hits here may be higher or lower than overall.

Short forms – A = GSK3 alpha inh; B = KCNK9 block; C = DYRK1A inh; D = PolyA inh; E = KCNQ1 pot; F = KCNK3 block; G = HDAC3 inh; H = hERG rescue; I = GSK3beta inhib; J = KCNQ1 inh; K = RGS4 pot
1	O=C(c1cc(Br)ccc1Cl)N1CCC2(CC1)OCCO2
  A = -1.2; B = i; C = 8.4; D = /; E = i; F = i; G = -1.4; H = -4.3; I = 7.0; J = i; K = i

2	CCN1CCN(Cc2cc(OC)c3c(c2)OCO3)CC1
  A = -4.0; B = i; C = -2.6; D = i; E = i; F = i; G = -10.5; H = -8.9; I = 1.3; J = i; K = i

3	O=c1[nH]c(=O)n(CCc2ccccc2)c(O)c1C=NCc1ccc2c(c1)OCO2
  A = 0.6; B = i; C = 8.9; D = i; E = i; F = i; G = -3.2; H = -7.1; I = 1.9; J = i; K = i

4	CCCCCCn1c(=O)c(C(=O)Nc2cnccn2)c(O)c2ccccc21
  A = -0.2; B = i; C = -20.5; D = i; E = i; F = i; G = 2.1; H = -12.5; I = 5.4; J = 9*; K = i

5	FC(F)(F)c1ccc2c(c1)ncn2C1CCN(Cc2nnnn2C2CCCCC2)CC1
  A = 3.7; B = i; C = 0.4; D = i; E = i; F = i; G = 2.6; H = -12.5; I = 3.3; J = i; K = i

6	COc1ccc(C(CC(=O)N2CCC3(CC2)OCCO3)NS(=O)(=O)c2ccc(OC)cc2)cc1 (centres undefined)
  A = 6.0; B = i; C = 1.1; D = i; E = i; F = i; G = 2.8; H = -6.9; I = 1.5; J = i; K = i

7	Cc1cc(C)c(C2=NOC(O)(C(F)(F)F)C2)c(=O)[nH]1 (centres undefined)
  A = 12.6; B = i; C = -6.1; D = i; E = i; F = i; G = 0.3; H = -7.8; I = -12.0; J = i; K = i

8	CC(C)CC(=O)Nc1ccc(S(=O)(=O)N2CC3CC(C2)c2cccc(=O)n2C3)cc1 (centres undefined)
  A = 1.2; B = i; C = -3.3; D = i; E = i; F = i; G = -1.0; H = -27.4; I = 1.8; J = i; K = i

9	O=C1NC(=O)C(CCc2ccncc2)(c2ccccc2)C(=O)N1
  A = 1.2; B = i; C = 5.8; D = i; E = i; F = i; G = -1.6; H = -13.0; I = -1.0; J = i; K = i

10	Cc1ccccc1CN1CCCN(Cc2ccc(Cl)cc2)S1(=O)=O
  A = 0.9; B = -20.9*; C = -5.1; D = i; E = i; F = i; G = -1.6; H = -2.7; I = -2.3; J = i; K = i

11	O=C1CCCN1C(=O)c1cncc(Br)c1
  A = 1.1; B = i; C = 1.1; D = i; E = i; F = i; G = -1.5; H = -10.3; I = -2.6; J = i; K = i

12	CCC(=O)OC1(c2ccccc2)C(C)CN(C)CC1C (centres undefined)
  A = -1.7; B = i; C = -2.2; D = i; E = i; F = i; G = 4.5; H = -12.8; I = -0.8; J = i; K = i

13	CCSc1nnc(C(N)Cc2ccccc2)o1 (centres undefined)
  A = -2.2; B = i; C = 1.9; D = i; E = i; F = i; G = -4.2; H = -10.7; I = -0.4; J = i; K = i

14	CCOC(=O)C(O)(c1ccc(NC(=O)NC)cc1)C(F)(F)F (centres undefined)
  A = 0.0; B = i; C = /; D = i; E = i; F = i; G = 3.1; H = -10.8; I = 4.2; J = i; K = i

15	CC(=O)C1C(=O)NC23CCCCC2C1c1ccccc1O3 (centres undefined)
  A = -0.3; B = i; C = -1.2; D = i; E = i; F = i; G = -2.1; H = -3.1; I = -4.9; J = i; K = i

16	COc1ccc(C2SCC(=O)Nc3c2c(C)nn3-c2ccccc2)cc1OC (centres undefined)
  A = -0.6; B = i; C = -3.6; D = i; E = i; F = i; G = -1.3; H = -7.9; I = -0.7; J = i; K = i

17	COc1ccccc1OCC(=O)N1CCN(Cc2ccc3c(c2)OCO3)CC1
  A = -1.9; B = i; C = -0.7; D = i; E = i; F = i; G = -9.8; H = -4.0; I = -2.4; J = i; K = i

18	O=C(/C=C/c1ccccc1)NCCc1cnc[nH]1
  A = 2.7; B = i; C = -0.5; D = i; E = i; F = i; G = -3.7; H = -5.6; I = -22.4; J = i; K = i

19	Nc1c2c(nc3sc4c(c13)CCCCC4)CCCC2
  A = -2.2; B = i; C = 6.9; D = i; E = i; F = i; G = 10.2; H = -13.9; I = -0.5; J = i; K = i

20	CC(c1ccccc1)[n+]1ccccc1 (centres undefined)
  A = -1.2; B = i; C = 1.5; D = i; E = i; F = i; G = 2.8; H = -6.7; I = -1.1; J = i; K = i

21	Cc1ccc(-n2c(O)c(/C=N/NC(=O)c3ccncc3)c(=O)[nH]c2=O)cc1
  A = 0.4; B = i; C = 2.8; D = i; E = i; F = i; G = 3.4; H = -15.2; I = 6.2; J = i; K = i

22	CN1CCc2nc3sc(C#N)c(N)c3c(-c3cccs3)c2C1
  A = 94.7*; B = i; C = 51.3*; D = i; E = i; F = i; G = 5.3; H = -8.2; I = -5.8; J = i; K = i

Copied from the list:
Result for cpd 19 in DYRK1A inh: 6.9
Result for cpd 16 in DYRK1A inh: -3.6
Result for cpd 12 in hERG rescue: -12.8

In a second layout: results already given
Results follow in this order: GSK3 alpha inh, KCNK9 block, DYRK1A inh, PolyA inh, KCNQ1 pot, KCNK3 block, HDAC3 inh, hERG rescue, GSK3beta inhib, KCNQ1 inh, RGS4 pot
(6) COc1ccc(C(CC(=O)N2CCC3(CC2)OCCO3)NS(=O)(=O)c2ccc(OC)cc2)cc1 (centres undefined)
  6.0, i, 1.1, i, i, i, 2.8, -6.9, 1.5, i, i
(7) Cc1cc(C)c(C2=NOC(O)(C(F)(F)F)C2)c(=O)[nH]1 (centres undefined)
  12.6, i, -6.1, i, i, i, 0.3, -7.8, -12.0, i, i
(8) CC(C)CC(=O)Nc1ccc(S(=O)(=O)N2CC3CC(C2)c2cccc(=O)n2C3)cc1 (centres undefined)
  1.2, i, -3.3, i, i, i, -1.0, -27.4, 1.8, i, i
(9) O=C1NC(=O)C(CCc2ccncc2)(c2ccccc2)C(=O)N1
  1.2, i, 5.8, i, i, i, -1.6, -13.0, -1.0, i, i
(10) Cc1ccccc1CN1CCCN(Cc2ccc(Cl)cc2)S1(=O)=O
  0.9, -20.9*, -5.1, i, i, i, -1.6, -2.7, -2.3, i, i

Quoted at random: 2 records from the list, in no set order.
Short forms – A = GSK3 alpha inh; B = KCNK9 block; C = DYRK1A inh; D = PolyA inh; E = KCNQ1 pot; F = KCNK3 block; G = HDAC3 inh; H = hERG rescue; I = GSK3beta inhib; J = KCNQ1 inh; K = RGS4 pot
18	O=C(/C=C/c1ccccc1)NCCc1cnc[nH]1
  A = 2.7; B = i; C = -0.5; D = i; E = i; F = i; G = -3.7; H = -5.6; I = -22.4; J = i; K = i

13	CCSc1nnc(C(N)Cc2ccccc2)o1 (centres undefined)
  A = -2.2; B = i; C = 1.9; D = i; E = i; F = i; G = -4.2; H = -10.7; I = -0.4; J = i; K = i
